Screening data: PubChem BioAssay, Broad Institute
ERp5 inh – inhibitors of human ERp5 | Q15084 | ERp5 insulin aggregation, absorbance 650 nm, 90 min | inhibition, % at 9.99 µM | 350,000 tested, 0.05% active | AID 651711;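 active = mean replicate inhibition above about 25%, with every replicate also reaching it, limit read from the data, passing the limit was not always enough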
Target sequence (Q15084 whole entry, looked up): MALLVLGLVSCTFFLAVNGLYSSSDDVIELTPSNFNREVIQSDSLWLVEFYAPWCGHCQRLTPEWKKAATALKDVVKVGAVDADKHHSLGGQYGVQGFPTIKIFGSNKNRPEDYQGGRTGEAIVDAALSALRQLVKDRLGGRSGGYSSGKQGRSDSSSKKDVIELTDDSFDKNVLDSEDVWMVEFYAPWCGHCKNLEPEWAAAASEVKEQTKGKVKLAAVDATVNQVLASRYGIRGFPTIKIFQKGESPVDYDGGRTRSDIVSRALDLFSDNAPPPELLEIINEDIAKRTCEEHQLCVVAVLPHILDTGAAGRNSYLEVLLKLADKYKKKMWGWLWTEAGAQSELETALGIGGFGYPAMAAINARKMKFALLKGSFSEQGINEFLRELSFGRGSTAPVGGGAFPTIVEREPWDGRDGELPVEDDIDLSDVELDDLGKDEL
esBAF inh – blocks esBAF chromatin remodeling in mouse ES cells | Bmi1-luciferase knock-in reporter, 24 h; 100% = twice the neutral-well signal | 350,000 tested, 2% active | reporter increase, % at 12.5 µM; in the data active = activation above about 40%;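 note: 0% = median of the plate's neutral control wells and 100% = double that signal; a rise in the Bmi1 reporter signal indicates esBAF inhibition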
SIRT5 inh – inhibitors of human sirtuin-5 desuccinylase; Q9NXA8; Purified SirT5, succinyl-peptide AMC, trypsin-coupled fluorescence; 330,000 tested, 1.1% active; inhibition, % at 15 µM; in the data active = inhibition above about 15%
Target sequence (Q9NXA8 whole entry, looked up): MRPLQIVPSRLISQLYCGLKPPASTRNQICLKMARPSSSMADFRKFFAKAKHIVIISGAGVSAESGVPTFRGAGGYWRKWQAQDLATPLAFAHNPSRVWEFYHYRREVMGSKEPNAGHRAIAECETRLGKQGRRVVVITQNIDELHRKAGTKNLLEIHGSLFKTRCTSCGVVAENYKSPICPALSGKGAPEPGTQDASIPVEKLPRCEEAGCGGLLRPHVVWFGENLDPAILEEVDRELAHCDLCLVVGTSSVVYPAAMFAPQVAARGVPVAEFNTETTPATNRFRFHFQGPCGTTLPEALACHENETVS
miR122 inh – blocks miR-122 activity in Huh7 sensor cells | Huh7 miR-122 Renilla luciferase sensor, 48 h; neutral wells = 0, positive control = 100 | activation (reporter increase), % at 12.5 µM | 340,000 tested, 0.3% active;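 active = mean replicate activation score at least 90 and every replicate individually at or above 90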;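 note: higher luciferase means less miR-122 activity so hits act as miR-122 inhibitors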
ARNT-TACC3 inh – disrupts binding between human ARNT and TACC3 | AlphaScreen His-ARNT PAS-B/GST-TACC3 binding, luminescence; TACC3 fragment carries E629A point mutation | Q9Y6A5 | inhibition, % at 9.99 µM | 390,000 tested, 0.66% active;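 active = mean inhibition of replicates at least 50% and at least half of replicates each reaching 50%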;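 note: 0% = complete ARNT plus TACC3 wells and 100% = ARNT alone without TACC3; many hits fall short of the cut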
C2C12 statin – suppressors of simvastatin-induced myotoxicity in C2C12 myotubes; ATP luminescence, 48 h; scaled: DMSO 0, geranylgeraniol control 100; rescue of ATP level, % at 7.49 µM; 330,000 tested, 0.78% active;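 active = mean ATP rescue above about 67%, or every replicate alone reaching that limit, limit read from the data, passing the limit was not always enough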;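 note: myotubes were challenged with 10 µM simvastatin during compound exposure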
Cneo AK release – Cryptococcus neoformans lysis via adenylate kinase release; C. neoformans lysis, adenylate kinase release luminescence, 4 h; normalised: neutral wells 0, clomiphene wells 100; lysis activity, % at 15 µM; 360,000 tested, 0.2% active; AID 651654;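 active = mean lysis activity across replicates of at least 80%, whatever share of replicates individually reach that level; inactive = mean lysis activity below 80%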
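Assay system: C. neoformans cells. Amount: yeast cell density of 5 × 10^6 cells/mL. Technique: AK luminescence. Buffer or medium: YPD. Times: static 4 h at 37 °C with compound, 1 h detection. Dosing: single-point compound dose. Read-out: lysis from increased AK signal.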
The depositor's hits bear a star; . = no result given; [ ] = dose if it differs, or a comment. An unsorted share of the library, and some 4% of all compounds hit somewhere here.

Start of the listing, in advance (13 entries):
SMILES	ERp5 inh	esBAF inh	SIRT5 inh	miR122 inh	ARNT-TACC3 inh	C2C12 statin	Cneo AK release
Nc1cnc(Br)cc1Br	.	.	.	0	-4	.	-3
COC(=O)c1c(C(=O)OC)c2c(-c3ccccc3)cc3cccc1n32	1	-5	-6	10	.	-2	-1
COc1ccc(C(=O)Nc2nnc(-c3ccccc3)o2)cc1OC	.	0	.	-5	23	-18	-2
CC(=O)N1c2ccc(S(=O)(=O)N3CCC(C(=O)NCc4ccc(N(C)C)cc4)CC3)cc2CC1C (stereo unspecified)	-1	-5	-1	-2	-4	49	-1
CCOc1cc(C(=O)N2CCC(CC3CC(c4cccc(Br)c4)=NO3)(C(=O)NCC3CCCCC3)CC2)cc(OCC)c1OCC (stereo unspecified)	-1	12	.	-6	1	-1	1
O=S(=O)(c1cccc(Cl)c1Cl)N1CCCCC1	.	.	.	-5	2	.	0
O=C(C[C@H]1C=C[C@@H](NC(=O)c2ccc(F)cc2)[C@@H](CO)O1)NCCc1ccncc1	-2	6	0	.	2	4	1
CN1c2ccccc2C(O)=C(C(=S)Nc2ccccc2)S1(=O)=O	.	.	.	17	18	.	0
Cc1cc2cc(CNC(=O)c3ccc(S(=O)(=O)N4CCOCC4)cc3)ccc2n1C	2	-3	-1	-7	-1	-8	5
CC(=O)Nc1ccccc1C(=O)C(=O)Nc1cccc(C(=O)NCC2CCCO2)c1 (stereo unspecified)	2	.	3	.	-5	.	.
COc1cc(/C=C2/C(=O)NN(c3cccc(Cl)c3)C2=O)cc(OC)c1O	6	6	10	-1	1	3	2
CC(=O)c1cccc(S(=O)(=O)NCC2CCCCC2)c1	.	0	.	-51	4	7	1
NC1=C(c2ccc([N+](=O)[O-])cc2)C(=O)CO1	-48	.	3	.	1	.	.

Results, from the first entry:
SMILES	ERp5 inh	esBAF inh	SIRT5 inh	miR122 inh	ARNT-TACC3 inh	C2C12 statin	Cneo AK release
Nc1cnc(Br)cc1Br	.	.	.	0	-4	.	-3
COC(=O)c1c(C(=O)OC)c2c(-c3ccccc3)cc3cccc1n32	1	-5	-6	10	.	-2	-1
COc1ccc(C(=O)Nc2nnc(-c3ccccc3)o2)cc1OC	.	0	.	-5	23	-18	-2
CC(=O)N1c2ccc(S(=O)(=O)N3CCC(C(=O)NCc4ccc(N(C)C)cc4)CC3)cc2CC1C (stereo unspecified)	-1	-5	-1	-2	-4	49	-1
CCOc1cc(C(=O)N2CCC(CC3CC(c4cccc(Br)c4)=NO3)(C(=O)NCC3CCCCC3)CC2)cc(OCC)c1OCC (stereo unspecified)	-1	12	.	-6	1	-1	1
O=S(=O)(c1cccc(Cl)c1Cl)N1CCCCC1	.	.	.	-5	2	.	0
O=C(C[C@H]1C=C[C@@H](NC(=O)c2ccc(F)cc2)[C@@H](CO)O1)NCCc1ccncc1	-2	6	0	.	2	4	1
CN1c2ccccc2C(O)=C(C(=S)Nc2ccccc2)S1(=O)=O	.	.	.	17	18	.	0
Cc1cc2cc(CNC(=O)c3ccc(S(=O)(=O)N4CCOCC4)cc3)ccc2n1C	2	-3	-1	-7	-1	-8	5
CC(=O)Nc1ccccc1C(=O)C(=O)Nc1cccc(C(=O)NCC2CCCO2)c1 (stereo unspecified)	2	.	3	.	-5	.	.
COc1cc(/C=C2/C(=O)NN(c3cccc(Cl)c3)C2=O)cc(OC)c1O	6	6	10	-1	1	3	2
CC(=O)c1cccc(S(=O)(=O)NCC2CCCCC2)c1	.	0	.	-51	4	7	1
NC1=C(c2ccc([N+](=O)[O-])cc2)C(=O)CO1	-48	.	3	.	1	.	.
O=C(C[C@H]1C[C@H](C(=O)N2CCOCC2)[C@@]2(CCC3CCCC3)c3[nH]c4cc(-c5ccco5)ccc4c3CCN2C1=O)NCCN1CCOCC1	0	3	5	-3	10	-1	1
CC(=O)Nc1cccc(C(=O)OC(C(=O)c2ccc(C)c(C)c2)c2ccccc2)c1 (stereo unspecified)	.	6	.	11	1	3	-1
Cc1ccc(C2=NCCn3nc4cc(C(F)(F)F)ccc4c32)cc1	-3	18	-2	8	10	21	1
Cc1cc(Br)ccc1NC(=O)c1cnc(N2CCN(c3ccccn3)CC2)c2ccccc12	-1	.	-11	-10	-2	.	-6
COCCN1C(=O)c2ccccc2C1c1nc2ccccc2[nH]1 (stereo unspecified)	-1	-4	-5	-2	.	-1	0
c1cnc2ccc(C(c3nnnn3C3CCCCC3)N3CCN4CCCC4C3)cc2c1 (stereo unspecified)	.	3	.	2	24	2	0
COCCNC(=O)/C(C#N)=C/c1ccc(-c2ccc(S(=O)(=O)N3CCOCC3)cc2)o1	-8	.	-1	.	7	.	.
CNc1nc(Cl)c(SC)c(NCc2cccc(OC)c2)n1	1	-13	-2	2	-10	18	4
C[C@H]1CN([C@@H](C)CO)C(=O)CCCn2nncc2CO[C@@H]1CN(C)S(C)(=O)=O	.	-7	.	-1[16.7 µM]	.	0	.
C[C@@H]1CN([C@@H](C)CO)C(=O)c2cccc(N(C)C)c2O[C@@H]1CN(C)Cc1ccc(C(=O)O)cc1	-2	1	-3	-2[16.7 µM]	14	33	-3
CCOc1ccccc1N1CCN(C2=C(NS(=O)(=O)c3cccs3)C(=O)c3ccccc3C2=O)CC1	.	-10	.	-2	21	110*	-2
O=C(C[C@H]1CC[C@H](NC(=O)NC2CCCC2)[C@H](CO)O1)NCc1ccc(F)cc1	-3	0	1	8[16.7 µM]	-20	-5	-1

Complete entries, quoted from the list:
CCOc1cc(C(=O)N2CCC(CC3CC(c4cccc(Br)c4)=NO3)(C(=O)NCC3CCCCC3)CC2)cc(OCC)c1OCC (stereo unspecified) across the screens: ERp5 inh = -1; esBAF inh = 12; SIRT5 inh = .; miR122 inh = -6; ARNT-TACC3 inh = 1; C2C12 statin = -1; Cneo AK release = 1
CN1c2ccccc2C(O)=C(C(=S)Nc2ccccc2)S1(=O)=O across the screens: ERp5 inh = .; esBAF inh = .; SIRT5 inh = .; miR122 inh = 17; ARNT-TACC3 inh = 18; C2C12 statin = .; Cneo AK release = 0

(further entries)
SMILES	ERp5 inh	esBAF inh	SIRT5 inh	miR122 inh	ARNT-TACC3 inh	C2C12 statin	Cneo AK release
CCN(CC(=O)Nc1ccc(C)c(S(=O)(=O)N2CCOCC2)c1)Cc1ccccc1	1	.	1	3	-3	8	3
CCOC(=O)NC1c2ccccc2Oc2ccccc21	4	-1	7	4	-2	-18	8
CC(OC(=O)COc1ccc(C#N)cc1)C(=O)c1ccccc1 (stereo unspecified)	-2	-1	-2	7	.	-1	-1
O=C(Cc1c[nH]c2ccccc12)Nc1nnc(C2CC2)s1	1	.	-3	.	4	.	.
C[C@H](CO)N1C[C@H](C)[C@H](CN(C)S(=O)(=O)c2ccc(F)cc2)Oc2ccc(NC(=O)Nc3ccccc3)cc2CC1=O	3	2	10	1[16.7 µM]	10	-108	-1
CCCCSc1nc2c(c(=O)n1CC)SC(C)C2 (stereo unspecified)	-7	-2	1	-2	3	25	-1
O=C(O)c1cc([N+](=O)[O-])ccc1C(=O)Nc1ccccc1	.	-5	.	-3	-6	2	-2
Cc1ccc(N(C(=O)CCC(=O)Nc2nccs2)C(C(=O)NC(C)(C)C)c2ccc(O)cc2)cc1 (stereo unspecified)	3	-4	-7	4	3	-8	0
CCC(C)NC(=O)CNC(=S)N(Cc1ccccc1F)C1CCCCC1 (stereo unspecified)	0	.	-36	.	1	.	.
CC(=O)c1ccc(N2CCN(C(=O)c3cc(-c4ccc5c(c4)OCO5)nc4ccccc34)CC2)cc1	.	13	.	1	0	27	-2
O=C1C2C3C=CC(O3)C2C(=O)N1CC(O)c1ccccc1 (stereo unspecified)	.	4	.	-1	-3	6	0
Nc1n[nH]c(-c2ccccc2)n1	.	.	.	-2	-2	.	2
CCNC(=S)NNC(=O)CCn1c2ccccc2c2ccccc21	.	0	.	-2	1	.	0
Cc1ccc(S(=O)(=O)N[C@@H]2CC[C@@H](CCn3cc(C(C)C)nn3)O[C@@H]2CO)cc1	-1	7	4	.	-2	-6	0
CCCC(=O)Nc1ccc2c(c1)OC[C@H](C)N(CCc1ccccc1)C[C@H](C)[C@@H](OC)CN(C)C2=O	.	5	.	-12[16.7 µM]	.	17	.
Cc1ccc(S(=O)(=O)N(C)C[C@@H]2Oc3ccc(NC(=O)Nc4ccc5c(c4)OCO5)cc3CC(=O)N([C@H](C)CO)C[C@@H]2C)cc1	6	-3	-2	85[16.7 µM]	6	-218	4
COc1ccc(CNC(=O)C(=O)NCc2ccncc2)cc1	-2	.	-6	.	-7	.	.
CC(C)NC(=O)N[C@@H]1CC[C@H](CCN)O[C@@H]1CO	0	-6	-1	-3[16.7 µM]	0	1	8
O=C(NC1CCCCCC1)c1cccnc1Sc1ccc(Cl)cc1	-7	-6	-5	-2	.	5	3
Cc1nc2ccccc2c(=O)n1NC(=O)c1ccccc1	-1	-12	5	2	-3	-1	4
N#Cc1c(Cn2cncn2)nc(=O)n(-c2ccccc2)c1N	-1	1	-2	-2	2	1	2
CCCCC(NC(=O)Cc1c(C)c2cc3c4c(oc3c(C)c2oc1=O)CCCC4)C(=O)O (stereo unspecified)	0	0	-2	0	3	-7	0
CO[C@@H]1CN(C)C(=O)c2ccc(NS(=O)(=O)c3ccc(C)cc3)cc2OC[C@H](C)N(C(=O)NC(C)C)C[C@@H]1C	.	-3	.	1[16.7 µM]	.	10	.
C[C@@H]1CN([C@H](C)CO)C(=O)c2cc(NC(=O)Nc3ccccc3)ccc2O[C@H]1CN(C)S(=O)(=O)c1cn(C)cn1	9	9	-2	-1[16.7 µM]	-2	.	-1
CCNC(=O)C1(C)CCN(C(=O)c2cccc(C#N)c2)C1 (stereo unspecified)	4	7	-1	.	.	1	1
(listing goes on)
SMILES	ERp5 inh	esBAF inh	SIRT5 inh	miR122 inh	ARNT-TACC3 inh	C2C12 statin	Cneo AK release
Cn1ccc2cc(-c3ccc4ncnc(NCc5cccs5)c4c3)ccc21	-2	13	3	-3	-10	-12	2
CCCNC(=O)N(C)C[C@H]1Oc2cc(C3=CCCCC3)ccc2S(=O)(=O)N([C@H](C)CO)C[C@@H]1C	4	3	-1	23[16.7 µM]	-4	46	-4
CC(C)(C)C(=O)CSc1nccc(=O)[nH]1	0	2	0	-6	-9	10	-1
CCOC(=O)c1[nH]c2ccc(OC)cc2c1NC(=O)CN1CCC2(CC1)OCCO2	.	0	.	1	1	-1	-1
C[C@H](CO)N1C[C@H](C)[C@H](CN(C)C(=O)c2ccccc2)OCCCC[C@H](C)Oc2ccc(NC(=O)CCC(F)(F)F)cc2C1=O	-1	7	5	3[16.7 µM]	-3	.	-2
Cc1ccc(S(=O)(=O)Nc2ccc3c(c2)nc(CCN2CCCCC2)n3C)cc1	3	-11	1	-23	3	-33	-3
O=C(Cn1cnc2cc([N+](=O)[O-])ccc2c1=O)NCc1ccc(Cl)cc1	0	.	-4	.	16	.	.
O=C(Nc1ccccc1Cl)c1cc(C2CCCN(C(=O)c3ccccc3)C2)on1 (stereo unspecified)	-4	7	-12	0	.	2	-4
O=c1[nH]c2ccccc2nc1C(F)(F)F	-7	.	-1	-7	2	.	-3
COCC(=O)Nc1ccc2c(c1)C(=O)N(C)[C@@H]1CC[C@H](CC(=O)NCC3CC3)O[C@@H]1CO2	8	-2	-1	4[16.7 µM]	-16	8	-2
